# Compound activity (PubChem)
# GSTO1 inh – blocks human GSTO1 in RBBP9 counter-screen; P78417; hit rate 1.1% among 300,000; AID 1974; inhibition, % at 5.96 µM; recombinant GSTO1, activity-based probe fluorescence polarization;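 active means inhibition above the campaign mean inhibition plus 3 SD, cut at about 35% in these data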;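 further: 0% = GSTO1-1 with DMSO and 100% = wells lacking GSTO1-1 enzyme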
# PME-1 inh – blocks human protein phosphatase methylesterase 1; Q9Y570; recombinant PME-1, FP-Rh probe fluorescence polarization; inhibition, % at 5.9 µM; hit rate 0.53% among 320,000;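 active means inhibition above the campaign mean of all compounds plus 3 SD, cut at about 26% in these data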;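 further: competitive labeling of PME-1 active site by serine hydrolase directed probe; 0% = PME-1 with DMSO and 100% = wells lacking PME-1 enzyme; inhibitors block probe labeling so polarization falls and inhibition rises; many of its hits are not listed in these tables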
# Target sequence (Q9Y570 whole entry, looked up): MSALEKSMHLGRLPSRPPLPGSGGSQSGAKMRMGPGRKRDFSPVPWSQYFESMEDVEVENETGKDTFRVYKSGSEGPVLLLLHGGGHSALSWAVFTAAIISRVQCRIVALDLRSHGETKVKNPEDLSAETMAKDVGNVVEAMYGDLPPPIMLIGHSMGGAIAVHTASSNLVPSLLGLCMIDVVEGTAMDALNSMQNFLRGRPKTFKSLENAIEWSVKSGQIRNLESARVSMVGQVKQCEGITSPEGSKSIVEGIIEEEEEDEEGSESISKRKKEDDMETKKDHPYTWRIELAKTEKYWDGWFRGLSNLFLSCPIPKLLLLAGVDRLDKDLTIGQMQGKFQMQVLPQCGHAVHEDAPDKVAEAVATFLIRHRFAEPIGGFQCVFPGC
# GLD-1 RNA inh – GLD-1-TGE RNA interaction inhibition (C. elegans); hit rate 0.44% among 320,000; Q17339; purified GLD-1 + fluorescein TGE RNA, fluorescence polarization; inhibition, % at 5.96 µM;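 active means percent inhibition above a per-plate cutoff, the plate mean of test compounds plus 3 SD, cut at about 30% in these data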;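 further: 0% = DMSO wells with GLD-1 and probe and 100% = wells lacking GLD-1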
# PAD4 inh – blocks human protein arginine deiminase 4; hit rate 0.41% among 330,000; recombinant PAD4, RCA probe fluorescence polarization; AID 485272; inhibition, % at 6.36 µM; Q9UM07;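 active means percent inhibition above a cutoff equal to the mean of all tested compounds plus 3 SD, cut at about 15% in these data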;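 further: 0% = PAD4 with RCA probe and DMSO and 100% = probe without PAD4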
# Target sequence (Q9UM07 whole entry, looked up): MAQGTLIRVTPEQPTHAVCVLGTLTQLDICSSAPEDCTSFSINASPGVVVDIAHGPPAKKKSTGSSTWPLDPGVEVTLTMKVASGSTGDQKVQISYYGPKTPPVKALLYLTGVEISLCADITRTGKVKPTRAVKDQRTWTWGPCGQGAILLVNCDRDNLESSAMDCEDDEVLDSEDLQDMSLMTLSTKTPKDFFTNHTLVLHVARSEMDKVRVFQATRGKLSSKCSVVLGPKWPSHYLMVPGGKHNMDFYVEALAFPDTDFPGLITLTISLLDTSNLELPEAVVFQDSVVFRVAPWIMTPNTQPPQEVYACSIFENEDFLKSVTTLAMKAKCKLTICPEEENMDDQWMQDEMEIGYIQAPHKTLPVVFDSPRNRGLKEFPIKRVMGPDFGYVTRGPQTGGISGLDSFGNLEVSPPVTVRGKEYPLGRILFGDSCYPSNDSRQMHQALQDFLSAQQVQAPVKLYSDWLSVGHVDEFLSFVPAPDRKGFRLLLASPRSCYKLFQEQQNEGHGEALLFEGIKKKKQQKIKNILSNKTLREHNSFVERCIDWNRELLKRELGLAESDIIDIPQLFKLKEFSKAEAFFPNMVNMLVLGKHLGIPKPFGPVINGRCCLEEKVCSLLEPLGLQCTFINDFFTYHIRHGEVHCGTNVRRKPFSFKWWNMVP
# Fam108B counter – blocks mouse Fam108B hydrolase in RBBP9 counter-screen; recombinant Fam108B, FP-Rh probe fluorescence polarization; hit rate 0.33% among 300,000; inhibition, % at 9.51 µM; AID 1947;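 active means inhibition above the screen mean inhibition plus 3 SD, computed separately per campaign, cut at about 18% in these data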;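 further: inhibitors lower polarization as less probe binds the enzyme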
# MEX-5 binding – C. elegans MEX-5 TCR-2 RNA binding activity. Q9XUB2. MEX-5/FITC-TCR2 RNA binding, fluorescence polarization; stronger effect = lower value. activity score (negative = inhibition of binding), % at 10 µM. hit rate 0.38% among 300,000. AID 1832;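 active means inhibition past about -25% in most replicates, and total fluorescence under double the plate's negative control median, limit read from the data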;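 further: 0% = DMSO and -100% = 5 µM competing unlabeled TCR2 RNA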
# BCLXL inh – Bcl-xL (human) inhibition; GST-Bcl-xL / FITC-Bim BH3 peptide fluorescence polarization; inhibition, % at 10.9 µM; hit rate 0.7% among 320,000; Q07817;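 active means inhibition above the mean of all tested compounds plus 3 SD, cutoff set per campaign, cut at about 30% in these data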;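 further: 0% = DMSO wells and 100% = unlabeled Bim-BH3 peptide competitor; inhibitors lower millipolarization by displacing the labeled peptide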
# MCL1-BIM inh – MCL1-BIM-BH3 interaction inhibition (human) | GST-MCL1 / FITC-Bim-BH3 fluorescence polarization | inhibition, % at 10.9 µM | hit rate 0.68% among 320,000;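 active means inhibition above the mean inhibition of all tested compounds plus 3 SD, set per campaign, cut at about 40% in these data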;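 further: 0% = DMSO wells and 100% = unlabeled Bim-BH3 peptide control; higher means more loss of mP so more displacement of Bim peptide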
# TPT1 inhibitor – blocks Candida albicans tRNA 2'-phosphotransferase; inhibition, % at 5 µM; recombinant caTPT1, FP RNA substrate dephosphorylation; hit rate 0.81% among 300,000; AID 1962;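 active means inhibition above the mean of all tested compounds plus 3 SD, set per screening campaign, cut at about 24% in these data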;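 further: plate controls were DMSO alone for no effect and ferristatin control at 100 nM for full effect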
# Starred values were filed as active, the others as inactive; . = not tested or not shown. Only part of the results is shown; rates above refer to the full screens.
# Order of results – GSTO1 inh	PME-1 inh	GLD-1 RNA inh	PAD4 inh	Fam108B counter	MEX-5 binding	BCLXL inh	MCL1-BIM inh	TPT1 inhibitor
COc1cccc2cc(C(=O)NCc3ccco3)c(=Nc3ccc(C(=O)O)cc3)oc12
→ -10	-6	3	-4	0	2.9	3	0	-2
CN1CCC(N(C)C(=O)c2ccc(Cl)c(S(=O)(=O)N3CCCCC3)c2)CC1
→ .	0	5	-2	.	.	3	2	.
CCOc1c2ccc(C(=O)NCc3ccc4c(c3)OCO4)cc2nn1CCOC
→ 1	3	0	-3	-3	1.3	-4	-6	-3
O=C(N1CCc2[nH]c3ccccc3c2C1)C(F)(F)F
→ 88*	6	22	58*	15	-0.1	16	11	-5
COc1ccc(NC(=O)CC2SC(N3CCOCC3)=NC2=O)cc1OC (configuration not stated)
→ .	1	8	4	.	.	4	4	.
Cc1cccc(C(=O)N2CCN(Cc3nc4sc5c(c4c(=O)[nH]3)CCCC5)CC2)c1
→ 2	10	-1	-3	2	-1.9	-1	-1	0
COC(=O)C(Cc1ccccc1)NC(=O)CC(C)CC(=O)Nc1ccc(OC)cc1OC (configuration not stated)
→ 0	-1	-9	-6	1	2.7	-3	1	0
Cc1nc2ccccc2c2oc(C(=O)NCC3CCCO3)cc12 (configuration not stated)
→ 8	-1	-7	2	-4	1.1	2	9	0
CCc1cccc(CC)c1NC(=O)C1CCN(C(=O)c2ccco2)CC1
→ 4	-1	3	-2	2	2.2	3	4	-2
CCNS(=O)(=O)c1ccc(NC(=O)CC(C)c2ccccc2)cc1 (configuration not stated)
→ -6	9	7	0	1	-0.2	2	-12	-2
CCOC(=O)c1c(NC(=O)COC(=O)CC(NC(C)=O)c2ccccc2)sc(C(=O)NC)c1C (configuration not stated)
→ 5	11	1	-1	4	1.0	-1	0	-1
CCn1cc(C(=O)O)c(=O)c2cc(F)c(N/N=C/c3ccccc3)cc21
→ 7	10	-2	-1	11	-1.6	-2	-4	2
CC(=O)Nc1ccc(Sc2ccccc2C(=O)Nc2ccc(F)cc2)cn1
→ -2	1	0	0	1	-2.7	-1	-7	-1
COc1ccc(/C(C)=N/NC(=O)CNC(=O)/C=C\c2ccccc2)c(OC)c1
→ 5	-10	8	-4	-1	0.3	-3	-10	-1
COc1cc(/C=C/C(=O)N2CCN(Cc3ccccc3)CC2)cc(OC)c1OC
→ -6	-7	-10	3	1	1.5	9	13	-4
Cn1nc(CC(=O)NC2CCCCCCCCCCC2)c2ccccc2c1=O
→ -7	2	-2	1	7	-0.1	1	5	-4
O=C(Nc1ccc(-c2csc(Nc3ccccc3)n2)cc1)c1cccc(C(F)(F)F)c1
→ -8	8	4	-1	4	0.1	-3	4	5
CCOc1ccc(C2c3c(oc4cc(C)c(C)cc4c3=O)C(=O)N2CCCN2CCOCC2)cc1 (configuration not stated)
→ 2	1	-2	0	0	-0.6	7	2	-1
CC(C)(C)n1nnnc1SCC(=O)Nc1nn(-c2ccccc2)nc1C(N)=O
→ 0	2	-1	-2	-2	.	-6	5	5
CN(C)c1ccc(C(C(=O)NCC2CCCO2)N(C(=O)c2snc(C(N)=O)c2N)c2ccc3c(c2)OCO3)cc1 (configuration not stated)
→ 3	-5	3	6	-1	-0.2	6	8	-4
Nc1cc(Cl)ccc1Oc1ccc2ccccc2c1
→ 6	3	-4	-2	-3	-4.7	2	-2	5
Cc1cc(C)c(NC(=O)CSc2nc(COc3ccccc3)nc3ccccc23)c(C)c1
→ 6	2	2	-2	-1	-5.0	0	7	1
CC1(C)Cc2c(cnn2-c2ccccc2)C(=O)/C1=N\NC(=O)c1ccccc1O
→ 9	5	2	-3	3	1.3	5	17	-2
O=C(CSc1nc(-c2ccccc2)cs1)N1CCN(C(=O)c2ccco2)CC1
→ -3	-4	1	-2	0	2.3	1	-5	-1
CCOC(=O)c1cnc2c(-c3ccccc3)cnn2c1C
→ 8	-2	5	-5	0	1.2	1	8	-1
CCc1ccc(N2C(=O)CC(N3CCN(Cc4ccc5c(c4)OCO5)CC3)C2=O)cc1 (configuration not stated)
→ -8	0	1	-2	1	1.3	-3	-3	-1
CCCCN=C1NN=C(c2ccc(C)c(C)c2)CS1
→ 2	9	4	7	1	0.0	4	8	2
O=C(NC(CO)C(O)c1ccc([N+](=O)[O-])cc1)C(Cl)Cl (configuration not stated)
→ 12	-6	3	-1	-3	-4.1	9	8	-4
CCCCOC(=O)C1CCCC(C(=O)OCCCC)N1 (configuration not stated)
→ 4	1	1	-3	-2	-3.8	4	3	-6
S=C(Cc1ccc(Cl)cc1)N1CCOCC1
→ -5	1	-4	-5	4	-1.0	13	11	6
FC(F)(F)c1ccc(Cl)c(-n2c(-c3cc(C4CC4)[nH]n3)n[nH]c2=S)c1
→ 6	4	-3	1	-6	-0.5	-16	-18	-3
CC(C(=O)NC(=O)NC1CCCCC1)N(C)CC(=O)Nc1ccc(F)c(F)c1F (configuration not stated)
→ -4	0	6	1	-3	0.3	-7	-2	2
CCOc1ccc(Cc2nc(C)c(CC(=O)N3CCOCC3)c(=O)[nH]2)cc1
→ -6	-5	-9	0	0	1.8	6	10	-2
CCOc1ccc(/C=C2\SC(=S)NC2=O)cc1OC
→ -8	-16	-8	-7	-4	-3.5	1	-6	12
O=C(c1cccs1)N1CCc2ccccc21
→ -1	3	-19	-3	7	0.4	3	5	-1
O=C1NC(=Nc2ccc(O)cc2)S/C1=C\C=C\c1ccco1
→ 25	17	0	-17	17	-2.0	16	21	6
O=C(CSc1n[nH]c(-c2ccccc2F)n1)Nc1cc(F)ccc1F
→ .	-8	5	-4	.	.	-2	3	.
Cc1noc(C)c1COC(=O)Cc1ccc(Cl)cc1
→ 0	2	-1	-2	2	1.0	2	8	-3
Cc1cccc(NC(=O)c2nc[nH]c2C(=O)N(C)Cc2ccccc2)c1
→ .	2	3	-4	.	.	2	-2	.
CCc1nc2oc3ccccc3c(=O)c2c(=O)n1CCOC
→ 17	-2	2	1	9	-0.4	9	22	-2
CCCCc1nc(SCc2ccc([N+](=O)[O-])cc2)n[nH]1
→ 6	1	-2	-1	0	-2.5	4	4	1
CC(=O)N1CCc2c(sc3c2c(=O)n(Cc2ccccc2)c(=O)n3CC(=O)NCC2CCCO2)C1 (configuration not stated)
→ 6	0	-4	-6	1	-0.7	-1	-2	-1
COc1ccc(C2(O)CN(c3ccccc3)C3=[N+]2CCS3)cc1OC (configuration not stated)
→ -1	9	6	-3	-1	-0.9	1	-1	3
CC(C)CCOc1ccc(CO[C@@H]2[C@H]3OC(C)(C)O[C@H]3O[C@@H]2C(O)CO)cc1 (some centres not stated)
→ 0	1	4	-1	1	0.1	2	2	-5
CCN1CCN(CNC(=O)c2cnccn2)CC1
→ 6	-5	3	-1	1	-1.2	-4	2	-5
Cc1ccsc1/C=C1/C(=O)NN(c2ccccc2)C1=O
→ 8	-4	11	3	3	-1.0	-4	8	-2
O=C(Oc1nsnc1N1CCOCC1)N(c1ccccc1)c1ccccc1
→ 2	9	13	2	1	-2.4	-2	-5	-1
O=c1[nH]ncc(NCCc2ccccc2)c1Cl
→ 0	-3	-2	-2	6	1.8	8	-4	-1
CCCCSc1nc2ccc(Nc3nc(N4CCOCC4)nc(N4CCOCC4)n3)cc2s1
→ 2	0	3	-3	-6	-1.7	6	5	-3
COc1cc(OC)c(OC)cc1CNC(=O)c1ccc(S(=O)(=O)N2CC(C)OC(C)C2)cc1 (configuration not stated)
→ .	-3	-1	-3	.	.	2	0	.
COc1ccc(NC(=S)N2CCN(S(=O)(=O)c3ccc(C)cc3)CC2)cc1
→ -3	5	26	-1	3	1.2	-1	9	-5
Cc1c(C(=O)N2CCN(c3ccccc3F)CC2)oc2c1C(=O)CC(C)(C)C2
→ 0	5	7	3	4	2.3	3	6	-2
CCC(C)n1c(SCC(=O)NC(=O)Nc2ccc3c(c2)OCCO3)nc2ccccc2c1=O (configuration not stated)
→ -3	-11	7	-7	-6	0.3	7	5	3
CCOC(=O)c1ccc(NC(=O)CSc2nnc(-c3ccncc3)n2C)cc1
→ 7	-2	-3	-3	-1	0.2	7	4	-3
CCOc1ccc(S(=O)(=O)N2CCC(C(=O)OCc3ccc(OC)cc3)CC2)cc1
→ 1	1	3	-3	4	-1.6	1	2	-3
O=C(NCc1ccco1)C1CCN(C(=O)c2cc3sccc3n2Cc2ccc(F)cc2)CC1
→ -1	4	-1	3	-2	-1.4	-3	-2	2
O=C1CCC(C(=O)N2CCCC(N3CCN(c4cccc(C(F)(F)F)c4)CC3)C2)=NN1 (configuration not stated)
→ -7	-1	3	-4	-3	1.4	4	-2	-2
Cc1nn(S(=O)(=O)N(C)C)c(C)c1CN1C(=O)c2ccccc2C1=O
→ 6	7	8	-1	-4	1.0	2	5	-3
O=C(Cc1cccs1)Nc1ccc(S(=O)(=O)N2CCCC2)cc1
→ 18	-3	3	-5	3	-1.6	4	21	6
CC1CCN(C(=O)c2ccccc2NC(=O)c2cccs2)CC1
→ 1	-1	-3	0	-3	-1.3	3	5	1

# Following part.
# Order of results – GSTO1 inh	PME-1 inh	GLD-1 RNA inh	PAD4 inh	Fam108B counter	MEX-5 binding	BCLXL inh	MCL1-BIM inh	TPT1 inhibitor
CCc1n(CC(O)COCc2ccccc2)c2ccccc2[n+]1C (configuration not stated)
→ 12	-6	10	2	-2	1.8	-9	-31	2
COC(=O)c1ccccc1NC(=O)CC(NCc1ccccc1)C(=O)O (configuration not stated)
→ 8	-3	6	2	0	-3.6	3	7	-1
COc1ccc(C(=O)NC(=S)Nc2cccc(NC(=O)c3ccco3)c2)cc1[N+](=O)[O-]
→ -1	-23	1	5	-8	-0.3	9	11	0
O=C(NCc1cccnc1)C12CC3CC(CC(Cl)(C3)C1)C2
→ 9	-12	4	-3	1	0.8	-5	-18	-1
CC1(C(=O)CSc2n[nH]c(-c3ccccc3Cl)n2)CCC(=O)O1 (configuration not stated)
→ -9	8	-2	-2	1	1.2	1	-8	1
Cc1cc2nc(C)c(Cc3ccccc3)c(=O)n2[nH]1
→ 3	-16	5	6	5	1.2	2	6	-8
Cc1ccc(Cn2c(=N)c(C(=O)NC3CCCC3)cc3c(=O)n4ccccc4nc32)cc1
→ 5	-3	-6	-2	1	-1.8	1	0	1
Cc1ccsc1/C=N/NC(=O)C1C(=O)NCC1c1ccccc1 (configuration not stated)
→ -4	-6	4	-2	-2	-2.5	3	1	0
Cc1cc(S(=O)(=O)N2CCOCC2)ccc1OCC(=O)NCC1CCCO1 (configuration not stated)
→ 0	4	0	-7	4	-2.2	-1	1	0
Cc1ccc(/C=N/NC(=O)C(=O)N/N=C/c2ccc(C)o2)o1
→ 4	-12	6	2	-2	-0.8	-3	-1	-1
CCCOc1ccc(N2C(=O)CC(N3CCC(O)(c4cccc(C(F)(F)F)c4)CC3)C2=O)cc1 (configuration not stated)
→ -4	0	2	-2	-2	-2.1	12	6	-3
O=C(COC(=O)C12CC3CC(CC(C3)C1)C2)NCc1ccco1
→ 4	7	-2	-7	0	-1.1	6	5	1
COc1cc2nc(C3CCC3)n(NC(=O)C3CCC(OC)CC3)c(=O)c2cc1OC (configuration not stated)
→ 4	2	5	0	0	-0.5	1	4	2
CCOC(=O)C1CCN(CC(=O)c2c(C)[nH]c3ccccc23)CC1
→ -2	-7	4	-1	1	2.9	-10	-13	3
